# SENP7 block – inhibitors of human SENP7 protease; AID 434973; 330,000 tested, 1.5% active; inhibition, % at 5 µM; recombinant SENP7, Z-RLRGG-aminoluciferin luminescence, 40 min;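 active = inhibition above about 50% at the single test dose, limit read from the data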;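 also: plate controls were DMSO with enzyme for no effect and no enzyme buffer wells for full effect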
# Target sequence (Q9BQF6 706-1050 limits assumed): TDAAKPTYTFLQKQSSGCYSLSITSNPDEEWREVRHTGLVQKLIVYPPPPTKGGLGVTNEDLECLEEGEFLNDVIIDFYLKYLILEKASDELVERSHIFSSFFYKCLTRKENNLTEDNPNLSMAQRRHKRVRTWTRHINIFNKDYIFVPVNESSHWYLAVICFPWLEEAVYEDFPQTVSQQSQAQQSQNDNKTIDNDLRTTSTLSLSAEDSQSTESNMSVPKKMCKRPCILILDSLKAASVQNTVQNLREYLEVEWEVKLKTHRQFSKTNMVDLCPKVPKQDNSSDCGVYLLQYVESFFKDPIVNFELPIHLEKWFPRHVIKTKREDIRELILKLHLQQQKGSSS
# SENP1 FRET inh – blocks the human SENP1 SUMO protease catalytic domain; Q9P0U3; recombinant SENP1 catalytic domain, CyPet-SUMO1-YPet FRET cleavage; inhibition, % at 10 µM; 360,000 tested, 0.21% active;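 active = inhibition at least 30% at 10 µM, raw YFP signal under a set limit, fluorescence ratio 0.5 to 1.5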;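 also: 0% = enzyme with DMSO and 100% = no enzyme wells; some results filed as inactive read as strong as hits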
#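 system = hSENP1 catalytic domain, recombinant | reagent = SFCypet-SUMO1-SFYpet substrate at 25 nM | doses = one dose per compound, 10 µM, 0.5% DMSO | incubation = enzyme reaction for 50 min at room temperature, dark | measured by = FRET, CFP and YFP emission | controls = no-enzyme low, enzyme-DMSO high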
# SENP8 block-1 – inhibitors of human SENP8 protease; inhibition, % at 20 µM; Q96LD8; 360,000 tested, 0.64% active; AID 602440; recombinant SENP8, Nedd8 substrate fluorescence; in the data active = inhibition mostly above about 40%, no sharp cut-off; inactive = mostly below about 27%
# Target sequence (Q96LD8 whole entry, looked up): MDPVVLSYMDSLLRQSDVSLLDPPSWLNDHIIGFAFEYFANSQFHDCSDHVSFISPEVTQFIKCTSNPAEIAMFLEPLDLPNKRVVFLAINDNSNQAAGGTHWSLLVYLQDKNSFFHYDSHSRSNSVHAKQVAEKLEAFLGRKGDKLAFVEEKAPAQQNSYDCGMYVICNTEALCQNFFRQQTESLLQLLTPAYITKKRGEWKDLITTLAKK
# APOBEC3G inh – blocks human APOBEC3G single-stranded DNA deamination; Q9HC16; recombinant A3G, ssDNA deamination FAM/TAMRA fluorescence; inhibition, % at 20 µM; 330,000 tested, 0.28% active;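 active = inhibition of at least 40% at 20 µM, with no more than 30% in the related APOBEC3A deaminase screen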;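 also: plate controls were DMSO wells with A3G for no effect and wells lacking A3G enzyme for full effect; some compounds called inactive have numbers as strong as hits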
# SENP8 block-2 – inhibitors of human SENP8 protease. Q96LD8. purified SENP8, Z-RLRGG-aminoluciferin cleavage, luminescence. inhibition, % at 10 µM. 330,000 tested, 1.2% active. AID 2540; in the data active = inhibition above about 50%
# SENP6 inh – SENP6 protease inhibition; AID 2599; Q9GZR1; inhibition, % at 10 µM; Recombinant SENP6 catalytic domain, aminoluciferin luminescence; 330,000 tested, 1.8% active;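 active = inhibition above about 50% at the single tested dose, limit read from the data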;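 also: plate controls were DMSO wells with enzyme for no effect and DMSO wells lacking enzyme for full effect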
# Target sequence (Q9GZR1 628-1112 limits assumed): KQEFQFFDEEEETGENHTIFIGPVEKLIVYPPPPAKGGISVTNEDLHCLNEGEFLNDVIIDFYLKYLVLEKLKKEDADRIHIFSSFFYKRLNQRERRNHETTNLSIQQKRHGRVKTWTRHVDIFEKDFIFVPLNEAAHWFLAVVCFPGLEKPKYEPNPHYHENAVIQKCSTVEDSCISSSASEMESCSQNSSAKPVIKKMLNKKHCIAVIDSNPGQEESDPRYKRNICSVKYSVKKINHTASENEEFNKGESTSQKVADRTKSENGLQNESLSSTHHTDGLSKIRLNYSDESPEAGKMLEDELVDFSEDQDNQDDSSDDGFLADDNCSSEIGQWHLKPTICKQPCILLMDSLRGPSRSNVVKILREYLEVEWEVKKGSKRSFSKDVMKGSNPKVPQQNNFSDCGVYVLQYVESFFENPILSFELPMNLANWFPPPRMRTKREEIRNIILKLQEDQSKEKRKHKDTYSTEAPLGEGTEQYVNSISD
# Apaf1 inhib – blocks human Apaf-1 apoptosome activity. inhibition, % at 20 µM. reconstituted apoptosome caspase-3 activity, DEVD-Rh110 fluorescence. O14727. 330,000 tested, 0.71% active; active = inhibition of at least 40% at 20 µM;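 also: plate controls were DMSO wells for no effect and DEVD-CHO caspase inhibitor wells for full effect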
#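 Material: reconstituted apoptosome with Apaf-1, cytochrome c, caspase-9, procaspase-3, dATP. Technique: Rh110 fluorescence intensity. Buffer or medium: pH 7.5 Hepes buffer with CHAPS, BSA, DTT. Times: 30 min plus 50 min, RT.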
# UBC13 inh – blocks human UBC13 polyubiquitin chain formation | P61088 | TR-FRET | inhibition, % at 20 µM | 330,000 tested, 0.47% active | AID 485273; in the data active = inhibition above about 45%, passing the limit was not always enough
# An asterisk follows results filed as active; . = no result given.
# Start of the listing, in advance:
smiles	SENP7 block	SENP1 FRET inh	SENP8 block-1	APOBEC3G inh	SENP8 block-2	SENP6 inh	Apaf1 inhib	UBC13 inh
CCOP(=O)(OCC)C(Nc1cccc(C(F)(F)F)c1)c1ccc(F)cc1 (stereo unspecified)	2.3	1.8	1.3	-4.2	-5.7	-18.7	25.3	4.8
Cc1ccc(-n2c(=O)[nH]cc(C(=O)N3CCc4ccccc43)c2=O)cc1C	-7.5	0.8	11.6	-6.7	-7.9	-9.1	9.0	-11.5

# The listing, from the first entry:
smiles	SENP7 block	SENP1 FRET inh	SENP8 block-1	APOBEC3G inh	SENP8 block-2	SENP6 inh	Apaf1 inhib	UBC13 inh
CCOP(=O)(OCC)C(Nc1cccc(C(F)(F)F)c1)c1ccc(F)cc1 (stereo unspecified)	2.3	1.8	1.3	-4.2	-5.7	-18.7	25.3	4.8
Cc1ccc(-n2c(=O)[nH]cc(C(=O)N3CCc4ccccc43)c2=O)cc1C	-7.5	0.8	11.6	-6.7	-7.9	-9.1	9.0	-11.5
CC(C)(C)OC(=O)NCCCC[C@H](NC(=O)c1nc[nH]c1C(=O)NC1CCN(C(=O)OC(C)(C)C)CC1)C(=O)OC(C)(C)C	-0.9	0.3	-353.7	-8.0	-9.0	3.1	28.2	-15.7
CS(=O)(=O)c1ccc(Cl)c(NC(=O)CCN2C(=O)NC3(CCCC3)C2=O)c1	-3.6	-0.6	2.6	-4.7	3.2	4.5	-5.1	2.7
CCN(c1ccccc1)S(=O)(=O)c1cc(NC(=O)COC(=O)C2CC2)ccc1Cl	-3.3	-1.1	2.6	-5.3	-6.7	12.5	2.2	8.7
O=C(Cc1ccccc1)Nc1c[nH]c(=O)[nH]c1=O	3.7	2.3	6.9	-4.0	-4.1	-6.0	-4.1	-0.3
CC(C)(C)c1ccc(C(=O)NCCOc2ccccc2F)cc1	71.6*	0.5	14.5	0.5	59.4*	73.8*	19.6	4.9
Cc1ccccc1N(CC(=O)NCc1ccco1)C(=O)CCC(=O)Nc1nccs1	-2.5	-1.9	-14.5	-2.1	3.3	2.2	-7.6	2.1
O=[N+]([O-])c1ccc(-c2cnc(SCc3ccccc3Cl)[nH]2)cc1	-4.8	-20.6	23.6	-1.7	-10.4	-23.9	7.4	-5.0
Cc1nnc(SCCC(C)C)[nH]c1=O	-7.5	0.6	21.1	-0.8	-8.8	-15.6	0.0	-4.7
CCC(C)NC(=O)C1CCN(S(=O)(=O)c2cccc3cccnc23)CC1 (stereo unspecified)	-1.6	-4.3	6.8	-5.1	2.4	-0.9	-456.3	8.7
CCOc1cc(/C=N/NC(=O)CCc2n[nH]c(=O)[nH]c2=O)ccc1O	14.2	-0.6	-5.6	1.0	-3.1	-10.6	4.6	-2.5
CCC1CCCCN1C(=O)CSc1nnc(-c2ccc(Cl)s2)o1 (stereo unspecified)	-8.9	1.8	-33.6	-0.8	-13.2	-4.8	20.7	-1.0
CCOC(=O)c1sc(Nc2ccc(F)cc2)nc1C	-5.3	0.7	-235.3	-11.2	-4.1	-30.3	5.7	13.3
CNC(=O)C1CCN(S(=O)(=O)c2c(C)noc2/C=C/c2ccccc2F)CC1	-10.0	1.4	-1.2	-13.2	-8.2	-10.1	14.2	-7.2
O=C(NC1CC1)C1=C[C@@H](c2ccccc2)C[C@@H](OCCCCO)O1	3.9	0.0	1.3	-5.1	-0.8	-7.3	-1.6	-2.3
Cc1ccnc(NC(=O)c2cccc(S(=O)(=O)N3CCN(c4ccc(F)cc4)CC3)c2)c1	-4.6	0.9	-1.8	-2.3	12.3	-8.7	12.1	1.5
C/C(=N\NC(=O)CC1N=C(Cc2ccccc2)NNC1=O)c1ccncc1 (stereo unspecified)	-11.7	0.5	-9.2	-1.8	-5.5	-34.7	-3.0	-5.3
CN(c1ccccc1)S(=O)(=O)c1cccc(NC(=O)Cc2c(F)cccc2Cl)c1	-8.2	-2.0	11.2	-6.1	-7.5	-7.3	12.7	-8.7
COc1ccc(NC(=O)COC(=O)[C@@H]2CCCN2S(=O)(=O)c2ccccc2F)c(OC)c1	-3.6	-1.0	8.2	-0.7	-2.0	-2.1	-10.9	6.5
O=c1[nH]c(=O)n(Cc2ccccc2)c2nc(-c3cccs3)n(CCO)c12	-13.5	.	.	-6.5	-7.5	-6.6	-0.9	-0.5
Cc1cc(O)ccc1Nc1nc(-c2cccnc2)cs1	11.2	2.0	9.6	-0.7	-5.1	20.4	0.7	-1.9
COc1ccc(C(=O)OCC(=O)Nc2ccc(Cl)c(C(F)(F)F)c2)c(OC)c1OC	0.2	-0.5	13.1	-3.4	-1.4	-5.8	15.8	2.2
CCOc1ccc(-c2nn(-c3ccccc3)cc2/C=C2\SC(N)=NC2=O)cc1C	3.5	-2.2	-423.7	-2.1	-1.8	-15.3	22.1	-5.6
CC(=O)Nc1nc(COc2ccccc2)cs1	2.0	0.7	9.9	-7.5	-3.2	-4.9	-11.5	5.8
O=[N+]([O-])/C=C/c1c(OCc2ccccc2)ccc2ccccc12	5.6	1.6	4.7	-8.0	-3.6	20.0	20.8	-8.3
C[C@H](NC(=O)Nc1ccc2c(c1)OCCO2)C(=O)O	-4.0	-0.3	16.7	-5.9	-7.0	5.0	-6.8	9.1
CSc1ccc(/C=N/Nc2nc(C)cc(C)n2)cc1	-11.9	1.6	-14.3	-1.4	-1.2	-9.2	22.2	-29.2
Cc1nc2ccccc2c(=O)n1CCCN1CCOCC1	8.1	0.2	12.6	-1.3	-2.3	-22.5	-17.0	-6.0
CCCn1c(SCc2nc3ccccc3s2)n[nH]c1=O	-10.3	-48.9	-56.1	-7.8	-0.6	-9.0	-4.9	22.9
O=C(Nc1cccc(-c2cn3c(n2)SCC3)c1)c1ccc2ccccc2n1	7.1	-3.9	5.8	-4.6	0.6	-16.8	11.1	-5.0
CCCCCCNC1=NCCS1	-2.2	1.3	9.1	-6.1	-8.1	-11.8	-6.2	3.7
O=C(CSc1nnc(-c2cccs2)n1C1CC1)NC1CCS(=O)(=O)C1 (stereo unspecified)	6.3	0.2	4.7	3.5	-1.6	-3.9	-0.8	-6.2
O=C(NCCC1=CCCCC1)C1CCN(S(=O)(=O)c2cccc3nonc23)CC1	7.8	.	.	-1.9	-4.7	-7.7	-1.4	-22.2
Cc1cc(NC(=O)CSc2nnnn2-c2cc(Cl)ccc2C)no1	-3.7	-1.1	11.2	-9.1	-4.5	-13.7	-14.0	-0.2
COc1cccc(/C=N/NC(=O)C(=O)N2CCCCCC2)c1O	5.7	2.0	3.2	-10.9	-5.0	-13.3	-11.2	-5.6
Cc1sc(NC(=O)CSc2nnnn2C(C)C)c(C#N)c1C	-4.1	-0.1	28.8	-7.8	-5.3	-19.6	-19.3	29.6
O=C(CNC(=O)c1ccc(Br)cc1)OCc1cc([N+](=O)[O-])cc2c1OCOC2	-11.0	-1.8	16.0	-5.5	-6.1	-33.2	8.6	-10.7
CCc1ccc(NC(=O)[C@H](NC(=O)[C@@H]2Cc3ccccc3CN2)c2ccccc2)cc1	-10.5	-0.4	3.1	-3.0	-6.7	-14.7	11.7	7.4
COc1ccc(NS(=O)(=O)c2ccc3c(c2)oc(=O)n3C)c(OC)c1	-3.9	0.3	17.8	-5.3	-3.6	7.2	-3.9	-9.0
O=C(COC(=O)c1ccccc1F)NC1CC1	-3.1	-1.4	13.8	-8.5	6.6	-16.0	-9.4	3.8
O=C(c1ccc(Cl)cc1)c1cnc2ccccn12	14.9	-0.5	0.2	-3.1	-4.8	34.9	-4.1	2.5
CCOc1ccc(S(=O)(=O)n2cc(-c3ccc(F)cc3)c(N)n2)cc1	7.5	1.3	9.4	1.0	0.6	-16.2	-5.2	-4.8
NS(=O)(=O)c1ccc(CCNC(=O)COC(=O)CCN2C(=O)C3CC=CCC3C2=O)cc1 (stereo unspecified)	2.2	0.2	0.4	-1.6	-9.9	-2.1	-2.5	-1.4
Cc1ccc(S(=O)(=O)N2CCN(C(=O)CCc3c[nH]c4ccccc34)CC2)cc1	-1.2	-5.2	10.1	-2.2	5.7	3.1	-7.0	-2.5
CCC(CC)NC(=O)Nc1ccc(F)cc1F	-1.9	2.1	10.8	-1.2	-4.8	-11.0	5.9	-29.9
CCCCN(C(=O)c1cccc(S(=O)(=O)N2CCCC2)c1)c1c(N)n(CCC)c(=O)[nH]c1=O	9.1	1.1	12.4	-7.0	9.9	-6.3	-8.2	-1.2
Cn1c(SCC(=O)N2CCCC2)nnc1-c1cccs1	3.4	0.6	8.6	-10.6	2.2	14.4	3.5	2.6
CN(C)S(=O)(=O)c1cccc(C(=O)c2nccn2C)c1	-7.2	1.6	17.2	-5.0	2.1	-15.5	-11.3	-13.0
COc1cc(NC(=O)CCN2C(=O)NC3(CCCC3)C2=O)c(OC)cc1Cl	8.9	3.9	12.8	-3.2	-11.1	11.4	-6.6	-8.8
COc1cc2c(c(OC)c1OC)CCc1cnoc1-2	4.3	0.2	3.4	-4.2	-5.1	11.9	9.2	-9.3
CC(C)c1onc(C(=O)N2CCN(Cc3ccccc3)CC2)c1[N+](=O)[O-]	-3.9	-1.5	7.9	-4.5	-3.0	-8.5	-8.1	6.3
CCO[C@H]1OC(C(=O)NCc2nc3ccccc3[nH]2)=C[C@@H](c2cn(C(C)=O)c3ccccc23)[C@@H]1CCCO	-0.3	-2.8	-41.4	-8.2	4.2	2.5	-3.5	19.1
CCOCCCNC(=O)C(NC(=O)Cc1cccs1)c1ccc(OC)cc1 (stereo unspecified)	-6.3	1.1	10.1	-11.3	-3.2	-2.1	-0.4	-3.6
O=C(CSc1ccc(F)cc1)Nc1ccccc1Br	-12.2	1.9	16.4	-5.3	-5.1	-11.1	5.6	-10.6
Cc1ccc(NC(=O)N2CCN(c3ncccc3C(F)(F)F)CC2)cc1	1.3	-1.1	17.7	-4.2	-0.9	-2.4	-5.3	1.5
Cc1ccccc1NC(=O)Cc1nnc(SCC(=O)NC2CCCC2)n1C	4.9	-1.3	9.9	-4.5	6.1	-15.9	-1.0	2.2
O=C(c1cccs1)N1CCC(c2nc(-c3ccc(S(=O)(=O)N4CCOCC4)cc3)no2)CC1	-4.3	-1.2	10.9	-4.4	-5.3	-10.2	2.8	-3.6
O=C(CC1CCCCC1)N1CCC(c2nc(-c3ccc(S(=O)(=O)N4CCCC4)cc3)no2)CC1	-21.1	-0.8	1.3	-8.0	-10.4	-16.4	15.1	-2.7
COc1ccccc1OCCNC(=O)c1ccc2c(c1)OCCO2	-10.0	0.6	8.2	8.5	-15.1	-5.8	3.8	-4.0

# Continuation:
smiles	SENP7 block	SENP1 FRET inh	SENP8 block-1	APOBEC3G inh	SENP8 block-2	SENP6 inh	Apaf1 inhib	UBC13 inh
Cc1c(Cc2ccccc2)c(=O)oc2c(C)c(OCC(=O)NCC3CCC(C(=O)O)CC3)ccc12 (stereo unspecified)	11.4	3.1	-145.2	-0.6	-4.9	-10.6	-1.5	-6.6
Cc1nc(Nc2ccc3c(c2)OCCO3)c2c(C)c(C)sc2n1	8.2	3.3	-5.4	-8.2	5.6	-14.1	1.4	12.4
Cc1ccccc1-n1c(Cn2c(=O)sc3ccccc32)nnc1SCC(=O)N1CCCC1	-4.4	2.6	5.3	-3.2	-1.1	-6.2	2.2	-1.6
N=C1/C(=C\c2coc3ccccc3c2=O)C(=O)N=C2SC(c3ccncc3)=NN12	-17.8	-51.4	-109.8	-2.5	0.1	17.2	23.8	2.6
COc1ccc(CN2C(=O)c3ccccc3C2C(=O)NCCc2ccccc2)c(OC)c1 (stereo unspecified)	-2.9	1.0	2.7	-2.7	-4.3	2.6	-13.4	-5.5
Cc1ccc(-c2cc(C(F)F)nc(NCc3cccnc3)n2)cc1	-2.8	-2.3	-245.0	-3.3	-1.6	-16.9	22.0	13.8

# Screening results (PubChem BioAssay)
